# TSHR antagonist = Antagonists of the Thyroid Stimulating Hormone Receptor: HTS campaign. 330,000 tested, 0.2% active. TSHR-expressing cells, TSH-stimulated cAMP HTRF, 2 h; active compounds read low. activity change, negative = inhibition, % at 11.5 µM;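 active means activity change below a set negative limit, meaning inhibition stronger than a set level, cut at about -70% in these data; inconclusive means activity change between two set negative limits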; further: on the % scale 0 is the no-effect control and ±100 the full control effect
#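 Read-out is FRET at 665 nm (cryptate excitation 337 nm) from a cryptate-tagged anti-cAMP antibody, competed by cell cAMP against cAMP-d2. Compounds are tested on freshly harvested TSHR cells challenged with 4nM TSH (EC80) for 2 hours at 37 deg C.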
# CXXC DNA block = qHTS Fluorescence Polarization Assay for Inhibitors of MLL CXXC domain - DNA interaction | Histone-lysine N-methyltransferase 2A (Homo sapiens), Q03164 | MLL-CXXC / FITC-HOXA9 DNA fluorescence polarization | Potency, µM (series often up to 115 µM), for the others: top-dose activity change, negative = inhibition, hits mostly inhibitors | 290,000 tested, 0.037% active; active means well fitted inhibition curve with a large enough effect in the polarisation, with a control signal flat, not every such curve was filed as active; inconclusive means small, poorly fitted or top-dose-only effect, or effect the other way, or a change in a side signal; inactive means no such curve, though single readings can be large or run the other way; the % refers to the polarisation; further: potency means the concentration at half of the fitted maximal effect
#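 Fluorescence polarization: 7 uM MLL-CXXC (stock) preincubated 5 min with compounds, then 50 nM fluorescein-HOX-A9 DNA (stock) added; 30 min ambient. Buffer 50 mM Tris-HCl pH 7.5, 50 mM NaCl, 1 mM DTT, 0.05% BSA.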
# AT treatment = qHTS Assay for Identifying a Potential Treatment of Ataxia-Telangiectasia; […] A-T fibroblasts, KAP-1 phosphorylation AlphaLISA; neocarzinostatin DNA damage 30 min before lysis; 320,000 tested, 0.19% active; Potency, µM (highest dose often 57.5 µM), for inactives: at the highest dose activation, most hits filed as activators; further: potency means the concentration at half of the fitted maximal effect; % of control where 0% means no effect; nearly all actives have a fitted effect of over 45% in size
#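 hTERT-immortalized A-T patient fibroblasts ([…]), 500 cells/well in OPTI-MEM, 1% FBS, got compounds for 60 min, then NCS for 30 min at 37C. Lysates were then assayed for phospho-KAP-1 by AlphaLISA (anti-pKAP1 donor, anti-KAP1 acceptor beads), 6 hr at 25C.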
# Menin-MLL TR inh = qHTS Assay for Inhibitors Targeting the Menin-MLL Interaction in MLL Related Leukemias: Competition With Texas Red Labeled MLL-derived Mutant Peptide; O00255; Menin + Texas Red MLL mutant peptide, fluorescence polarization; Potency, µM (series often up to 61.6 µM), for the others: at the highest dose FP activity change, negative = inhibition, hits mostly inhibitors; 270,000 tested, 0.23% active; AID 1768, 2009; active means well fitted inhibition curve with a large enough effect in the polarisation, with a control signal flat, not every such curve was filed as active; inconclusive means small, poorly fitted or top-dose-only effect, or effect the other way, or a change in a side signal; inactive means no such curve, though single readings can be large or run the other way; the % refers to the polarisation; further: potency means the concentration at half of the fitted maximal effect; % of control where 0% means no effect; many of its hits are not listed in these tables
# Target sequence (O00255 whole entry, looked up): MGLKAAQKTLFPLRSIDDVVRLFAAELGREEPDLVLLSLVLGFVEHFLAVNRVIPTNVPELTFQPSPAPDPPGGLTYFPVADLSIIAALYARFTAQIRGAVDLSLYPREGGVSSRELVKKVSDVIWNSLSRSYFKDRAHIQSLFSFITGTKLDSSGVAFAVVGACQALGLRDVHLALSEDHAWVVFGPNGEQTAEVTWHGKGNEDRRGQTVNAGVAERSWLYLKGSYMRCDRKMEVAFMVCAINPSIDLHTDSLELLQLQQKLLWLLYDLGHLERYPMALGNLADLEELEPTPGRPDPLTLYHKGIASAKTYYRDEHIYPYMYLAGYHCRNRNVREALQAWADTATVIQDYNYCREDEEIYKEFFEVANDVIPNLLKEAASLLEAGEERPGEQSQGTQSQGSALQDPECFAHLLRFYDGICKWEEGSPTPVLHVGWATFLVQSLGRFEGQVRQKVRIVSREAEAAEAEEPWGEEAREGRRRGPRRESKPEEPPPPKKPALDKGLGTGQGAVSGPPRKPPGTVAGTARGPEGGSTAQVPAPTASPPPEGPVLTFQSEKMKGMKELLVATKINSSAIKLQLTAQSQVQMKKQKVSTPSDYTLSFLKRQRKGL
# TCR act = Activators of T cell receptors: qHTS campaign; 330,000 tested, under 10 active; Potency, µM (doses to about 9.22 µM), inactives show top-dose activation of IL-2 secretion, most hits filed as activators; primary human leukocytes, anti-CD3, IL-2 HTRF, 48 h; further: % of control where 0% means no effect
#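 TCR engagement came from a-CD3 beads alone, with compounds added to primary human leukocytes for 48 hr. Secreted IL-2 bridged europium cryptate- and d2-labelled anti-IL-2 antibodies, giving FRET emission at 665nm after 320nm excitation.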
# Mito fusion act = qHTS Assay for Small Molecule Inhibitors of Mitochondrial Division or Activators of Mitochondrial Fusion | S. cerevisiae fusion-defective mutant growth rescue, CellTiterGlo 48 h | Potency, µM (titrated, usually from 46.1 µM), for inactives: at the top dose growth rescue (activation), usual class: activators | 320,000 tested, 0.23% active | AID 485298, 2010;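 further: potency means the concentration at half of the fitted maximal effect; % of control where 0% means no effect; nearly all actives have a fitted effect of over 45% in size; temperature-sensitive fusion mutants such as fzo1-1 at 37 °C on non-fermentable ethanol glycerol medium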
#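 Luminescent cell viability in 1536-well qHTS format served as the measure of rescued growth in ts fusion-mutant S. cerevisiae cultured on non-fermentable YPEG for 48 hours at 37C.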
# MBNL1 CUG block = qHTS Assay for Inhibitors of MBNL1-poly(CUG) RNA binding; Muscleblind-like protein 1 (Homo sapiens), Q9NR56; TR-FRET MBNL1-His/biotin-(CUG)12 binding, 665/545 ratio; Potency, µM (series often up to 57.5 µM), for inactives: top-dose activity change, negative = inhibition, hits mostly inhibitors; 280,000 tested, 0.036% active; active means well fitted inhibition curve with a large enough effect in the signal ratio, with a control signal flat, not every such curve was filed as active; inconclusive means small, poorly fitted or top-dose-only effect, or effect the other way, or a change in a side signal; inactive means no such curve, though single readings can be large or run the other way; the % refers to the signal ratio; further: potency means the concentration at half of the fitted maximal effect; on the % scale 0 is the no-effect control and ±100 the full control effect
#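 MBNL1-His + Biotin-(CUG)12, cpd titration 92 nM–58 uM; Tb anti-His Ab 0.055 ng/ul, SA-XL665 5 nM (final); 60 min RT; ratiometric 665/545 nm, Ex 340 nm; normalized to buffer and full-complex controls.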
# Integrin act MD = qHTS for Activators of Integrin-Mediated Alleviation for Muscular Dystrophy | alpha7betagal myoblasts, beta-gal FDG fluorescence, 48 h | Potency, µM (highest dose often 38.3 µM), for the others: at the highest dose activation, most hits filed as activators | 350,000 tested, 0.064% active;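 further: potency means the concentration at half of the fitted maximal effect; 100% = response of the positive control SU9516; nearly all actives have a fitted effect of over 60% in size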
#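 Alpha7betagal+/- myoblasts (passage 13) were plated 16-24 hr, then exposed to compounds (1:260 dilution of DMSO stock) for 48 hours at 37C. After MPER lysis, β-galactosidase reporter activity was read as FDG fluorescence (ex 480/em 540) after 30 minutes.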
# PTAP TSG101 blk = qHTS Assay for Iinhibitors of HIV-1 Budding by Blocking the Interaction of PTAP/TSG101; Tumor susceptibility gene 101 protein (Homo sapiens), Q99816; Fluorescence polarization, FITC-PTAP peptide / Tsg101 binding; Potency, µM (doses to about 115 µM), for inactives: at the top dose activity change, negative = inhibition, hits mostly inhibitors; 340,000 tested, under 10 active; active means well fitted inhibition curve with a large enough effect in the main read-out, with a control signal flat, not every such curve was filed as active; inconclusive means small, poorly fitted or top-dose-only effect, or effect the other way, or a change in a side signal; inactive means no such curve, though single readings can be large or run the other way; further: potency means the concentration at half of the fitted maximal effect; % of control where 0% means no effect
# Target sequence (Q99816 whole entry, looked up): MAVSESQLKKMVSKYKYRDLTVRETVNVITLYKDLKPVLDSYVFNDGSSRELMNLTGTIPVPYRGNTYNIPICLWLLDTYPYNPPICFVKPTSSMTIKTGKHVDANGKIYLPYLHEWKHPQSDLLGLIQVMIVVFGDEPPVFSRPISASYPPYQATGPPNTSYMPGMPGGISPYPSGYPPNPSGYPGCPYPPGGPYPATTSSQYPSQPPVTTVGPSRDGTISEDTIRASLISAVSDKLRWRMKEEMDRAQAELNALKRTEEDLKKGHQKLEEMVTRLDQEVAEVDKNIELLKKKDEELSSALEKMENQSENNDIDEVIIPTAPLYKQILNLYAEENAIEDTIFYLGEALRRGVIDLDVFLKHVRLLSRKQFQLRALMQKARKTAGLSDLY
#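 FP read-out: FITC-PTAP peptide, 50 nM final, binding Tsg101 binding domain, 10 uM final; 20 min, r.t.; 10 mM HEPES pH 7.5, 0.15 M NaCl, 0.01% Tween 20, 3 mM EDTA, 0.1 mM TCEP.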
# S-ASM inh = Inhibitors of Secretory Acid Sphingomyelinase (S-ASM): qHTS; Sphingomyelin phosphodiesterase (Homo sapiens), P17405; placental ASM, HMU-PC fluorogenic substrate, 60 min; Potency, µM (doses to about 57.5 µM), inactives show at the top dose activity change, negative = inhibition, hits mostly inhibitors; 340,000 tested, 0.006% active; AID 504937, 2011; further: potency means the concentration at half of the fitted maximal effect
#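 Human placenta-derived ASM enzyme was preincubated with compound for 10 minutes at room temperature, then given fluorogenic substrate HMU-PC0 (9 uM final) for 60 minutes at 37 °C; a pH 10 stop preceded fluorescence reading at Ex 386/Em 447 nm.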
# * marks the source's active call; other numbers are inactive results; ? = inconclusive; . = no result given; [ ] = another dose, or the depositor's remark. Unless noted, the call rests on the fitted dose curve; in most records, active means well fitted curve in the direction sought with a large enough effect; inconclusive means small, poorly fitted or top-dose-only effect, or another doubt; inactive means no such curve, though single readings can be large; an effect the other way counts as inactive or inconclusive.
SMILES,TSHR antagonist,CXXC DNA block,AT treatment,Menin-MLL TR inh,TCR act,Mito fusion act,MBNL1 CUG block,Integrin act MD,PTAP TSG101 blk,S-ASM inh
CCOC(=O)C1=C(C)NC(=O)NC1c1cccs1 (centres undefined),17.2,0.5%,0.8%,5.2%,.,-0.5%,-14.8%,-17.5%,1.9%,0.1%
CC1(C)Cc2c(sc3c2C(=O)N(c2ccccc2)C2=NCCN23)CS1,13.4,-5.2%,0.8%,-2.6%,-5.0%,-0.4%,12.0%,13.3%,27.2%,148.8%[activator]
Nc1nonc1-n1nnc(C(=O)N/N=C/c2ccccc2)c1CN1CCc2ccccc21,1.9,6.4%,-0.1%,?,4.5%,-4.5%,1.6%,-45.1%[inhibitor],-2.3%,?
O=C(c1ccc2c(c1)OCO2)N(c1ccc(Cl)cc1)C1C=CS(=O)(=O)C1 (centres undefined),-0.8,-0.3%,1.6%,1.7%,-4.9%,-1.8%,-6.9%,-1.8%,-6.8%,-0.1%
NS(=O)(=O)c1ccc(NC(=O)c2ccc(S(=O)(=O)N3CCOCC3)o2)cc1,-3.1,-11.3%,-15.8%,.,-1.1%,4.5%,-5.0%,?,-2.0%,4.4%
c1cn2cc(-c3ccc4c(c3)OCO4)nc2s1,7.3,-5.4%,2.9%,-1.9%,-0.4%,-8.8%,-7.9%,17.7%,-11.5%,-0.3%
COc1ccc(C(=O)NC(C)c2ccc(-n3ccnc3)cc2)cc1[N+](=O)[O-] (centres undefined),1.8,16.0%,-4.7%,-0.8%,-4.3%,5.7%,?,-39.3%,-5.6%,-1.2%
COC(=O)Cn1nc(-c2ccccc2)c2cc(Cl)ccc21,8.5,-17.8%,6.2%,8.6%,-0.2%,-9.0%,1.2%,-3.1%,-5.5%,-0.8%
CCOc1cc(NS(=O)(=O)c2ccc(Cl)cc2)c(OCC)cc1NC(=O)CC(C)C,-6.9,-3.0%,3.3%,.,-2.3%,-3.7%,?,17.8%,-9.3%,1.5%
CCOc1ccc2nc(NC(=O)C3CCCO3)sc2c1 (centres undefined),-27.6,-9.0%,7.2%,-4.3%,-0.2%,6.3%,-11.3%,-32.0%,-1.4%,-1.3%
COc1ccc(N(C(=O)Cn2nnc3ccccc32)C(C(=O)NCc2ccco2)c2cccnc2)cc1 (centres undefined),18.5,-4.9%,-2.9%,-21.9%,5.2%,0.1%,5.2%,29.4%,-5.5%,1.2%
COc1cc(C2NC(=O)NC(O)(C(F)(F)F)C2C(=O)c2cccs2)ccc1O (centres undefined),-3.2,-2.1%,-7.1%,.,-1.0%,-2.4%,-4.0%,0.0%,-1.0%,-1.2%
O=C(c1ccc2c(=O)n(-c3ccccc3)c(=O)[nH]c2c1)N1CCCCC1,-3.0,3.1%,-4.7%,?,-19.4%,-1.4%,0.7%,2.0%,-12.2%,183.2%[activator]
CCOC(=O)c1c(C)[nH]c(C)c1S(=O)(=O)N1CCN(c2cccc(C)c2)C(C)C1 (centres undefined),2.2,-7.4%,15.6%,11.4%,-3.2%,15.9%,-2.1%,0.0%,0.3%,-2.9%
O=C(NC(=S)Nc1ccc(-c2ccc(CO)o2)cc1)c1cccs1,2.2,-0.8%,3.4%,?,3.0%,5.0%,28.3%,-20.1%,0.7%,-1.7%
N#CC1=C(N)Oc2cc(N)ccc2C1c1cccc(F)c1 (centres undefined),-3.9,-0.3%,2.3%,9.0%,-6.0%,-0.3%,5.8%,13.9%,1.0%,1.1%
O=C(COC(=O)CNC(=O)c1ccc(Br)o1)Nc1ccccc1OC(F)F,-2.3,-11.6%,12.9%,4.0%,-2.4%,0.2%,-2.0%,22.5%,-9.7%,5.3%
CCCCSc1n[nH]c(N)n1,-1.7,3.5%,-8.4%,4.3%,-6.6%[46.1 µM],1.0%,11.5%,7.6%,-3.4%,-0.5%
CC(C)c1ccc(/C=C(/C#N)c2nnc(NC(=O)c3ccccc3)s2)cc1,-18.5,9.9%,3.3%,-16.7%,-2.5%[46.1 µM],-1.7%,-3.6%,-14.7%,-4.4%,331.4%[activator]
COc1ccc(C(=O)NNS(=O)(=O)c2ccccc2)cc1,4.6,11.4%,2.3%,-0.2%,-0.9%[46.1 µM],1.7%,.,?,-1.2%,2.7%
COc1ccc2oc(C(=O)NCC(Cc3ccccc3)N(C)C)c(C)c2c1 (centres undefined),6.8,-1.6%,-1.4%,-18.4%,-1.0%,-0.1%,-1.5%,-29.5%,-3.0%,-1.5%
Cc1csc(NC(=O)c2cc[n+]([O-])cc2)n1,-4.8,-1.1%,-2.1%,-6.5%,0.8%,5.1%,12.1%,13.6%,-3.0%,-3.3%
CCOC(=O)c1nnc(-c2ccccc2)nc1NCc1ccc(Cl)cc1,-10.1,-4.3%,8.4%,?,3.8%,4.4%,5.3%,-13.4%,-1.5%,-19.7%
Cc1cc2ccccc2n1CCNC(=O)c1cccs1,-7.4,-24.3%,7.9%,?,6.4%,-0.4%,44.8%[activator],-22.4%,-4.7%,-1.0%
BrC(=C\c1ccccc1)/C=N/Nc1nc(N2CCOCC2)nc(N2CCOCC2)n1,-17.3,12.3%,-3.4%,12.1%,-5.6%,6.3%,.,-50.0%[inhibitor],-5.3%,-1.1%
C=CCn1c(CCC(O)COCCCCC)n[nH]c1=S (centres undefined),-0.4,-1.8%,11.5%,.,-4.7%,1.1%,3.9%,11.6%,-0.2%,7.7%
COC(=O)N/N=C1/C/C(=N\NC(=O)OC)c2ccccc21,-7.3,-10.4%,2.1%,7.9%,-0.6%,3.4%,?,-21.3%,-3.5%,4.1%
CC(C)COc1ncnc2c1sc1nc3c(cc12)COC(C)(C)C3,-7.4,-15.5%,-6.7%,.,.,5.3%,-13.2%,.,.,.
COCCn1nnnc1C(c1cc2c(C)cc(C)cc2[nH]c1=O)N1CCCCCC1 (centres undefined),2.6,7.8%,6.9%,2.1%,1.2%,11.2%,?,-17.2%,-3.1%,5.3%
COc1ccc(-n2c(SCC(=O)Nc3cccc(S(N)(=O)=O)c3)nc3ccccc3c2=O)cc1OC,-3.9,0.8%,0.7%,.,3.6%,0.0%,.,6.3%,-1.0%,-2.1%
Cc1ccc(Cl)cc1NC(=O)COc1ccccc1,-2.0,-4.8%,2.9%,7.8%,7.0%,3.1%,2.3%,2.0%,0.9%,-7.1%
CCn1c(SCC(=O)Nc2ccc3c(c2)OCCO3)nnc1-c1ccccn1,2.1,-2.6%,4.4%,0.2%,2.3%,7.2%,2.6%,-4.9%,-6.4%,1.2%
CCOc1ccc(NC(=S)Nc2ccc(OC(F)(F)F)cc2)cc1,-4.9,1.0%,-0.7%,7.5%,1.2%[46.1 µM],-0.8%,-4.7%,-1.9%,0.5%,-8.5%
Cc1cccc(NC(=O)c2ccccc2OCC(=O)c2ccccc2)c1,1.7,-6.6%,12.6%,?,-3.4%,12.5%,-0.7%,-6.1%,-11.0%,-11.1%
CC12CCC(C(=O)N(CSC(=S)N/N=C\c3ccccc3Cl)C1=O)C2(C)C (centres undefined),-4.0,4.9%,2.4%,?,1.0%[46.1 µM],2.1%,1.4%,14.0%,-0.1%,-9.4%
C[C@H](NC(=O)c1ccco1)C(=O)NCc1cccs1,9.4,.,8.4%,.,-0.6%,-2.7%,.,-7.3%,-1.1%,4.0%
COc1ccc(CCNc2ccc(C(CC(N)=O)NC(=O)Cc3ccc(Br)cc3)cc2[N+](=O)[O-])cc1 (centres undefined),-1.8,-2.6%,-63.6%[inhibitor],.,-3.8%,-5.1%,8.6%,-23.3%,-4.2%,-8.4%
CC(C)CNC(=O)COC(=O)c1cncc(Br)c1,0.8,-5.1%,0.9%,-13.0%,0.0%,1.3%,-5.2%,21.2%,-8.1%,-3.6%

# From PubChem

# This is a subset (hit frequency here may not be typical).
